# bIAP activator: intestinal alkaline phosphatase (bovine) activation. purified bovine IAP, CDP-star luminescence, 30 min; stronger effect = higher value; fold of DMSO-control signal, blank-subtracted. activation factor at 20 µM. actives 0.17% (n = 200,000). AID 1016;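 active = activation factor of 2 or more at 20 µM, a signal rise over negative controls twice the positive control's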
# STAT3 inh: inhibitors of IL-6 induced STAT3 signaling | U3A cells, IL-6 STAT3-luciferase reporter, luminescence; host cell line lacks STAT1 | inhibition, % at 5.5 µM | actives 0.89% (n = 190,000) | AID 862;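 active = inhibition above the mean inhibition across all screened compounds plus 3 SD, cut at about 44% in these data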;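 also: 0% = DMSO only wells and 100% = 100 µM nifuroxazide control wells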
# bIAP inhibitor: intestinal alkaline phosphatase (bovine) inhibition | purified bovine IAP, CDP-star luminescence, 30 min | inhibition, % at 20 µM | 190,000 tested, under 10 active;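 active = over 50% inhibition of intestinal alkaline phosphatase at 20 µM in the single-dose screen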
#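 System: purified bovine intestinal alkaline phosphatase (IAP) enzyme; Input: IAP diluted 1/65,000,000 in the well; Measured by: CDP-star luminescence signal; Compound dosing: 20 µM single dose; Incubation: 30 min reaction at room temperature.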
# STAT3 activator: STAT3 signaling activation; U3A cells, IL-6 STAT3-luciferase reporter, luminescence; 100% = signal with IL-6 EC80 alone; activation (% of control), % at 5.6 µM; actives 0.91% (n = 190,000);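 active = activation above the screen-wide mean of compound activation plus 3 SD, cut at about 130% in these data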;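 also: 0% = background luminescence of wells with medium and substrate only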
#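 Material: human U3A cells carrying STAT3-luciferase construct. Measured by: reporter luminescence signal. Timing: compound 1 h, then IL-6 6 h at 37 °C.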
# PPARg SRC2 recr: promotes SRC-2 coactivator recruitment by human PPARgamma. activation, % at 8 µM. PPARgamma LBD-SRC-2 recruitment, biochemical. P37231. actives 0.34% (n = 200,000); in the data active = activation above about 22%;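 also: 0% = vehicle and 100% = reference agonist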
# Target sequence (P37231 whole entry, looked up, the tested form may be a part): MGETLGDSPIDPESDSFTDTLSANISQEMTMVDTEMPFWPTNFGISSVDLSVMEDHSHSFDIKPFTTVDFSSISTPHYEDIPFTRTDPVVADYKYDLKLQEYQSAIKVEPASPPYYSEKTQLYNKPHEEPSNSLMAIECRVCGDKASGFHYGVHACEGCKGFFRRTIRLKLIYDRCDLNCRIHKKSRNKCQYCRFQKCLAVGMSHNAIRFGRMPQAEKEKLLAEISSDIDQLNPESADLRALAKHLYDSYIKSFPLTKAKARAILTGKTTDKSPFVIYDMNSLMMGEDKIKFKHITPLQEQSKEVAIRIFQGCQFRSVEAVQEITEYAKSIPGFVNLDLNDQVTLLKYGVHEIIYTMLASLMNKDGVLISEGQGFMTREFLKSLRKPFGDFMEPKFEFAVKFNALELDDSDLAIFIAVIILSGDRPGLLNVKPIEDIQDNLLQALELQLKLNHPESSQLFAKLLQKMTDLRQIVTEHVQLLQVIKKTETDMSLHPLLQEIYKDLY
# PPARg SRC-1 ag: PPARgamma-driven SRC-1 recruitment agonism; P37231; PPARgamma-SRC-1 coactivator recruitment biochemical assay; activation, % at 8 µM; actives 0.41% (n = 200,000); AID 631; in the data active = activation above about 19%;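 also: 0% = DMSO and 100% = reference agonist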
# STAT1 blocker: STAT1 signaling inhibition; inhibition, % at 5.5 µM; actives 0.35% (n = 200,000); NIH 3T3 STAT1-luciferase reporter, IFN-gamma, luminescence;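 active = inhibition above a set limit, the mean inhibition across all tested compounds plus 3 SD, cut at about 34% in these data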;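 also: 0% = IFN-gamma with DMSO and 100% = IFN-gamma with 300 µM nifuroxazide; values of inactives mirror those of a sister screen read the other way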
# TR-FRET SRC-2 ct: flags TR-FRET format artefacts in PPARgamma SRC-2 recruitment agonist screen | TR-FRET artefact counter-screen; stronger effect = higher value | TR-FRET ratio at 8 µM | actives 0.4% (n = 200,000); in the data active = TR-FRET ratio above about 2000; also: inactives centre near 1500; reference of the scale not given here
# ROMK primary: human ROMK K+ channel modulation, primary screen; P48048; Tet-inducible ROMK, thallium flux fluorescence; actives lie on both sides; B-score at 10 µM; actives 2% (n = 130,000); AID 1918;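 active = signal ratio slope over the read window, or its plate-corrected B-score, at least 3 SD from the plate mean, either direction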;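 also: B-score of the F/F0 ratio slope over 7 to 12 s after thallium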
# TNAP act hi DEA: increases human TNAP activity under high phosphate acceptor concentration. P05186. purified TNAP, CDP-star luminescence, 1 M DEA, 30 min; stronger effect = higher value; 0 = EDTA background, 1 = DMSO-only activity. activation factor at 20 µM. 200,000 tested, under 10 active;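 active = activation factor at least 2 at 20 µM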
# Target sequence (P05186 whole entry, looked up): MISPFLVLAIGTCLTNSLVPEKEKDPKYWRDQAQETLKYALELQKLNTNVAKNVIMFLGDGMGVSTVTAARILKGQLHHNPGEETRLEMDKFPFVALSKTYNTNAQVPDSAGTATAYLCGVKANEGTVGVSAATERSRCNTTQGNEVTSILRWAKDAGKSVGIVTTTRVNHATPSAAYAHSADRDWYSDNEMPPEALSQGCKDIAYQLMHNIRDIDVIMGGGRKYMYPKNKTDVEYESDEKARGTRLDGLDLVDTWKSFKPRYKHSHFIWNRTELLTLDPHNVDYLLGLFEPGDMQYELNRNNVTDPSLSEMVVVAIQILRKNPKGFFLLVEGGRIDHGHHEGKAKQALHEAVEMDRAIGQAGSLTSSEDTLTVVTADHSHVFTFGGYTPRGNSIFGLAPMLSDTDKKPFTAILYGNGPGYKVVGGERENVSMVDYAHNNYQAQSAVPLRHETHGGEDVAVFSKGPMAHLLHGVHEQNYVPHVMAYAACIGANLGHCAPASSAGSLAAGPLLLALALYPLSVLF
#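 Test system – human TNAP · Doses – 20 µM single point · Incubation – 30 min, room temperature · Signal – luminescent substrate turnover signal · Read-out basis – activation factor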
# PPARg SRC3 recr: promotes SRC-3 coactivator recruitment by human PPARgamma. P37231. biochemical PPARgamma/SRC-3 coactivator recruitment assay. activation, % at 8 µM. actives 0.26% (n = 200,000). AID 731; in the data active = activation above about 23%;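 also: 0% = DMSO and 100% = reference agonist; some compounds past the cut are filed as inactive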
# An asterisk follows results filed as active; x = not tested or not shown. Rows were taken by chance; overall some 3.7% were active at least once.
SMILES,bIAP activator,STAT3 inh,bIAP inhibitor,STAT3 activator,PPARg SRC2 recr,PPARg SRC-1 ag,STAT1 blocker,TR-FRET SRC-2 ct,ROMK primary,TNAP act hi DEA,PPARg SRC3 recr
Fc1cccc(Nc2ncnc3sc4c(c23)CCC4)c1,1,10,-1,90,13,-2,1,1690,-1.9,1,1
CC(C)Sc1nc2sc3c(c2c2nnc(SCC(=O)NCc4ccco4)n12)CCCC3,1,8,-3,97,10,19*,-1,1699,x,1,11
Cc1ccc(Cn2nnc3c(=O)n(CC(=O)N4CCCc5ccccc54)cnc32)cc1,0.9,0,11,103,7,2,10,1450,-0.71,1,9
CC(C)(O)c1cn(-c2nonc2N)nn1,1,9,3,94,2,1,-3,1577,-0.1,1,8
CCOc1cc(CNCc2cccs2)cc(Br)c1OC,0.9,17,10,92,9,6,1,1537,-0.081,1.1,3
COc1ccc(F)cc1S(=O)(=O)NC1CCCC1,0.9,6,8,99,14,8,-3,1789,0.44,1,0
C/C(=N\NC(=O)c1sccc1-n1cccc1)c1cccs1,1,14,-2,90,2,2,-21,1686,0.76,1,1
COc1ccc(OC)c(-n2c(-c3ccccc3)n[nH]c2=S)c1,0.9,0,6,100,-1,8,-1,1747,-0.099,1,7
COc1cc(NC(=O)c2ccc(NS(=O)(=O)c3c(C)noc3C)cc2)cc(OC)c1,1,2,0,107,1,-3,-2,1378,x,1,-2
CCCc1nnc(NC(=O)Nc2ccc(OC)cc2)s1,1,18,4,86,9,5,-6,1508,-0.82,1.1,3
CCOc1cc(NC(=O)c2ccccn2)c(OCC)cc1NC(=O)c1ccc(OC)cc1,1,14,3,93,1,-1,4,1579,-0.33,1,-3
CNC(=O)c1ccccc1Sc1ccccc1C#N,1,6,-4,101,-8,-8,3,1581,1.1,1,-3

# Six entries from above, with tabs:
Compound	bIAP activator	STAT3 inh	bIAP inhibitor	STAT3 activator	PPARg SRC2 recr	PPARg SRC-1 ag	STAT1 blocker	TR-FRET SRC-2 ct	ROMK primary	TNAP act hi DEA	PPARg SRC3 recr
Fc1cccc(Nc2ncnc3sc4c(c23)CCC4)c1	1	10	-1	90	13	-2	1	1690	-1.9	1	1
CCCc1nnc(NC(=O)Nc2ccc(OC)cc2)s1	1	18	4	86	9	5	-6	1508	-0.82	1.1	3
COc1cc(NC(=O)c2ccc(NS(=O)(=O)c3c(C)noc3C)cc2)cc(OC)c1	1	2	0	107	1	-3	-2	1378	x	1	-2
CCOc1cc(CNCc2cccs2)cc(Br)c1OC	0.9	17	10	92	9	6	1	1537	-0.081	1.1	3
Cc1ccc(Cn2nnc3c(=O)n(CC(=O)N4CCCc5ccccc54)cnc32)cc1	0.9	0	11	103	7	2	10	1450	-0.71	1	9
CCOc1cc(NC(=O)c2ccccn2)c(OCC)cc1NC(=O)c1ccc(OC)cc1	1	14	3	93	1	-1	4	1579	-0.33	1	-3

# (further entries)
SMILES,bIAP activator,STAT3 inh,bIAP inhibitor,STAT3 activator,PPARg SRC2 recr,PPARg SRC-1 ag,STAT1 blocker,TR-FRET SRC-2 ct,ROMK primary,TNAP act hi DEA,PPARg SRC3 recr
COC(=O)c1ccc(OC(=O)CCN2C(=O)C3CCCCC3C2=O)cc1 (centres undefined),0.9,5,9,95,9,4,10,1507,-0.15,1,6
CCCCOC(=O)c1ccc(O)cc1,1,2,4,96,15,-2,-12,1521,0.44,1.1,0
CCCCn1c(SCC(=O)NC2CCS(=O)(=O)C2)nc2cc(S(N)(=O)=O)ccc21 (centres undefined),1.1,-2,-10,108,2,2,3,1452,0.089,1,-3
COc1cccc(C(c2nnnn2C(C)(C)C)N2CCN(C3CCCCC3)CC2)c1OC (centres undefined),1,0,4,102,5,13,7,1603,-2.4*,1.1,11
CC1Cc2ccccc2N1C(=O)CSc1nnc(NC(=O)Cc2cccs2)s1 (centres undefined),0.9,6,8,100,2,9,7,1733,0.34,1,7
CCn1c2ccccc2c2nnc(SCC(N)=O)nc21,0.9,15,14,92,4,2,-4,1733,0.1,1.1,-9
CC(=O)c1ccc(NCCC(=O)c2ccccc2)cc1,1,26,3,84,0,-6,-26,1544,-0.039,1,0
CC(=O)Nc1ccc(Oc2sc(C(=O)c3ccccc3)c(N)c2C#N)cc1,0.9,29,12,80,5,-4,21,1459,x,1,-6
Cc1c(C(C)NC(=O)Nc2ccc(F)cc2F)cnn1C (centres undefined),1.1,8,-13,96,2,-3,-5,1369,-0.11,1,9
Cc1ccc(C(=O)N2CCN(c3ccccc3F)CC2)cc1S(=O)(=O)N1CCOCC1,1,2,-3,103,2,-1,-4,1405,0.86,1,4
O=C(NC1CCCC1)c1ccc2nc[nH]c2c1,0.9,11,11,94,6,-1,0,1522,x,1,7
CC(NC(=O)C(c1ccccc1)c1ccccc1)C(=O)O (centres undefined),0.9,3,8,101,2,3,3,1608,-0.58,1.1,3
Cc1cc(=O)[nH]c(SCC(=O)Nc2nc(-c3ccccc3)c(-c3ccccc3)o2)n1,0.9,-12,5,108,3,1,-8,1544,-0.51,1,-1
c1ccc2c(c1)nnn1c3ccccc3nc21,0.8,48*,22,60,10,10,-51,1626,x,1.1,7
Cc1oc(-c2ccc(Cl)cc2)nc1CS(=O)CC(=O)NCc1cccs1 (centres undefined),1,1,-3,103,6,0,-10,1624,x,1.1,0
CCc1sc(NC(C)=O)nc1-c1ccccc1,1.2,26,-16,80,-10,-1,7,1334,-1.6,1,-2
Cc1c(Cl)cccc1NC(=O)Nc1ccc(C(=O)N2CCCC2)cc1,1,8,3,90,-3,1,2,1359,x,1,-3
O=C(CSc1ccc([N+](=O)[O-])cn1)Nc1ccc2c(c1)OCCO2,0.9,12,8,96,5,0,-4,1561,2,1.1,2
O=C(OCc1ccccc1)/C(=C/c1ccc(Cl)cc1)NC(=O)c1ccccc1Cl,1,5,2,102,-3,4,-3,1528,-0.25,1.1,6
Cc1ccc(S(=O)(=O)N2CCN(C(=O)c3cccs3)CC2)cc1C,0.9,-12,6,115,4,-3,2,1501,-0.58,1.1,2
COC(=O)CCCNC(=O)c1ccc2[nH]c(C)c(C)c2c1,1,14,3,93,8,1,3,1670,-0.49,1,1
N#C/C(=C\c1cn(CC(=O)N2CCCCC2)c2ccccc12)C(=O)NCc1ccc2c(c1)OCO2,0.8,15,16,90,-5,1,13,1741,-0.066,1,8
Oc1ccc(N=Cc2ccc(OCc3ccccc3)cc2)cc1,0.9,-2,9,103,14,5,-44,1523,-0.85,0.9,12
C=CCn1c(O)c(CN2CCN(Cc3ccccc3)CC2)c(C)c(C#N)c1=O,1,2,-4,98,3,-4,4,1478,-0.61,1.1,-8
COCCNC(=O)CCCn1c(=O)c2cc(OC)c(OC)cc2n(CC(=O)NCCC2=CCCCC2)c1=O,1.1,-3,-9,103,-9,-1,1,1246,0.024,1,-2
CCC1CCC(C(=O)NNC(=O)OC)CC1 (centres undefined),1,-5,2,102,12,-6,-1,1626,0.62,1,-2
O=C(NCCc1c[nH]c2ccccc12)C1Cc2ccccc2CN1C(=O)c1ccco1 (centres undefined),1.1,-8,-8,113,-1,4,2,1386,x,1,8
CCC(C)(C)NC(=O)CN(C(=O)CNS(=O)(=O)c1ccc(C)cc1)c1ccc2c(c1)OCCO2,0.4,-2,x,105,0,-1,4,1489,x,1,-3
COC(=O)C1(C)CCc2cc(OC)ccc2C1=O (centres undefined),1,-1,2,99,1,2,5,1694,1.2,1,7
Cn1c(N2CCN(S(=O)(=O)c3ccc(Cl)cc3)CC2)nc2ccccc21,0.9,1,8,102,-3,-9,-4,1415,0.034,1.1,-2
O=C(NCCC(c1ccccc1)c1ccccc1)c1cnccn1,1.1,-6,-13,110,3,9,1,1467,0.0079,1,-3
Cn1nnnc1SCC(=O)NCc1cccs1,1,2,3,100,-1,-2,5,1270,x,1,8
CNCCOc1ccccc1OC(C)C,1,20,4,87,4,0,-2,1485,0.56,1,6
O=C(NC(C(=O)c1ccccc1)N1CCCCCC1)c1ccco1 (centres undefined),0.5,24,x,82,1,6,1,1564,x,1,0
CCCC1CCc2c(c3ccccc3[nH]c2=O)O1 (centres undefined),0.9,3,7,104,5,5,1,1525,x,1,5
CCOC(=O)c1cccc(NC(=O)/C(=C\c2ccccc2)NC(=O)c2ccccc2Cl)c1,0.9,13,5,98,0,4,9,1581,x,1,6
CCn1cc(C(=O)NCc2ccco2)c(=O)c2cc(S(=O)(=O)N3CC(C)CC(C)C3)ccc21 (centres undefined),1,15,0,96,7,9,1,1365,x,1,3
CCN(C(=O)COC(=O)/C=C/c1ccccc1[N+](=O)[O-])C1CCS(=O)(=O)C1 (centres undefined),1.2,-51,-20,149*,9,7,32,1600,-0.5,1,2
CC1(c2ccc(Cl)cc2)NC(=O)N(CC(=O)NCc2cccs2)C1=O (centres undefined),0.9,-4,6,104,3,2,1,1513,-0.28,1,4
N#Cc1cn(CC(=O)N2CCc3ccccc3C2)c2ccccc12,1.1,0,-10,102,3,8,9,1637,-0.82,1,4
CC(=O)Oc1cc2c(C(=O)NCCCN3CCOCC3)c(C)oc2c2ccccc12,1,4,0,105,5,9,-8,1662,x,1,-4
CCc1nn(-c2ccccc2)c(N)c1C#N,1,-6,-3,103,8,2,-3,1433,-0.15,1.1,2
NC(=O)CN(c1ccccc1)C1SC(=O)N(Cc2ccccc2)C1=O (centres undefined),0.9,-2,10,105,1,2,1,1488,0.84,1.1,-9
Cc1csc(=N)n1CC(=O)N1CCc2ccccc21,0.9,-4,8,107,10,-1,-3,1824,x,1,4
Cc1ccc(NC(=O)C(C)N2C(=O)c3ccccc3C2=O)cc1 (centres undefined),0.9,-1,5,104,7,2,0,1547,x,1,9
CSc1nnc2n(CCc3ccccc3)c(=O)c3c4c(sc3n12)CCCC4,x,19,x,86,0,2,5,1406,x,x,7
CCc1cccc(Nc2cc(C)nc3ncnn23)c1,0.9,-4,12,103,6,3,-5,1350,0.44,1.1,-1
O=C(O)CCC(=O)Nc1ccc(S(=O)(=O)Nc2nccs2)cc1,0.8,1,15,101,-1,13,-1,1458,x,1.1,-2
O=C(COc1ccccc1)Nc1ncccn1,1,0,2,105,-4,-2,-5,1276,0.76,1.1,-10
O=[N+]([O-])c1ccc(Nc2ccc3ccccc3c2)nc1,0.8,5,19,98,1,2,-37,1354,x,0.9,2
Nc1ncc(Br)cc1Br,1,7,4,98,0,5,-5,1489,x,1,2
C#CCN(C(=O)Nc1ccccc1)c1ccccc1,0.7,10,27,91,-6,-6,0,1441,0.13,1,-5
Cc1ccc(NC(=O)C2(C)Cc3ccccc3C(=O)O2)cc1 (centres undefined),1,15,-3,93,6,7,-13,1525,-0.82,1,6
